MsrA inhibitor: bovine MsrA inhibition. purified bovine MsrA, absorbance read-out. inhibition, % at 15.5 µM. actives 0.75% (n = 360,000). AID 651718; in the data active = inhibition above about 4.5%;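 note: 0% = vehicle wells with enzyme and 100% = reference inhibitor wells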
LMPTP inh: blocks human LMPTP phosphatase; P24666; recombinant LMPTP-A, OMFP fluorogenic substrate, fluorescence intensity; inhibition, % at 20 µM; actives 0.22% (n = 360,000); AID 651560;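 active = compounds that cut the enzyme signal by at least half of the control window in the single-dose screen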;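 note: plate controls were DMSO wells with enzyme plus substrate for no effect and substrate without enzyme for full effect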
Target sequence (P24666 whole entry, looked up): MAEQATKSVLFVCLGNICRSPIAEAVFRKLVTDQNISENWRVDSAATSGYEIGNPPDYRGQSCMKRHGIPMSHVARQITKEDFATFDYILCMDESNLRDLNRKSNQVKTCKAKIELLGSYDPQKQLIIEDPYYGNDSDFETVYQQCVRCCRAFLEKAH
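test system = LMPTP-A | amount = 0.625 nM LMPTP-A final | reagent = fluorogenic phosphatase substrate OMFP at 400 µM final | incubation = 50 min at room temperature | benchmarks = no-enzyme low control, uninhibited high control | medium = Bis-Tris pH 6.0, DTT, detergent | signal = fluorescence intensity of OMFP turnover product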
Rpn11 inh: Rpn11 (human) deubiquitinase inhibition. O00487. human 26S proteasome, Ub4-pepOG fluorescence polarization; 20S core pre-blocked with epoxomicin. calls only at 20 µM. actives 0.59% (n = 360,000). AID 588493;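 active = inhibition at 20 µM, scaled to each plate's controls, above about 33%, limit read from the data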
TbMetRS inhib: blocks T. brucei methionyl-tRNA synthetase activity | purified T. brucei MetRS, ATP depletion, Kinase-Glo luminescence | actives 0.4% (n = 360,000) | inhibition, % at 11.9 µM;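 active = inhibition above a per-plate cutoff of the control wells' mean inhibition plus 3 SD, cut at about 5.5% in these data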;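 note: 0% = DMSO wells median and 100% = median of wells with control inhibitor compound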
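technique = Kinase-Glo luminescence, ATP depletion format | system = purified MetRS (methionyl-tRNA synthetase) enzyme from Trypanosoma brucei | timing = 15 min preincubation, 2 h reaction, all 25 °C | evaluation = percent inhibition versus plate control medians | dosing = single dose, 11.9 µM final nominal, 0.9% final DMSO | also added = substrates ATP, L-methionine and bulk Escherichia coli tRNA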
STEP block: blocks human striatal-enriched tyrosine phosphatase; recombinant STEP, OMFP fluorogenic substrate, fluorescence; inhibition, % at 20 µM; actives 0.25% (n = 360,000);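 active = inhibition at 20 µM, scaled per plate between control wells, above about 37%, limit read from the data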;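 note: 0% = DMSO with enzyme and substrate and 100% = substrate only without enzyme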
Target sequence (P54829 whole entry, looked up): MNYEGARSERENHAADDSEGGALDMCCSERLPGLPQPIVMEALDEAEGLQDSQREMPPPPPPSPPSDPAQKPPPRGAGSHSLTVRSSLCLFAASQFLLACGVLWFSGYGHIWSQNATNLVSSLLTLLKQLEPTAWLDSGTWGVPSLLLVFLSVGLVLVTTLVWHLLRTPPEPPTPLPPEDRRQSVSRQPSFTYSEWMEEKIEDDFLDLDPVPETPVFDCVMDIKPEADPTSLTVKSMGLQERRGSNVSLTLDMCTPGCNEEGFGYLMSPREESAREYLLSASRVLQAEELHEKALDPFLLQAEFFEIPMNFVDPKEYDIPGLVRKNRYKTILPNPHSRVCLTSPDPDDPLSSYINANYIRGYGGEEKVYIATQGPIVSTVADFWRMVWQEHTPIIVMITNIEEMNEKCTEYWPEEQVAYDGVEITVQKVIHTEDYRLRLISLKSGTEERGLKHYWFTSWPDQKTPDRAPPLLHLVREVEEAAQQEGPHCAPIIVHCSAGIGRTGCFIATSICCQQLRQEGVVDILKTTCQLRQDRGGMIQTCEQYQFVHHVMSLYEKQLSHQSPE
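Assay system: isolated STEP enzyme. Buffer or medium: pH 6.0 Bis-Tris with DTT and Tween 20. Also added: fluorogenic phosphatase substrate OMFP at 25 µM final. Dosing: 20 µM, 1% DMSO. Timing: 20 min reaction, room temperature, in the dark. Measured by: fluorescence intensity, excitation 480 nm, emission 540 nm. Evaluation: normalized % inhibition.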
SUMO1-SIM PPI: alters human SUMO1 binding to SIM partners; P63165; SUMO1 binding to a labelled peptide, TR-FRET, 1 h; inhibition, % at 20 µM; actives 0.33% (n = 360,000); in the data active = inhibition above about 37%
Target sequence (P63165 whole entry, looked up): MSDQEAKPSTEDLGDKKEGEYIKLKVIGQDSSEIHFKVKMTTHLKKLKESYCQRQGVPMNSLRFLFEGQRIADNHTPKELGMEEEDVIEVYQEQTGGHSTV
NadD inh: blocks S. aureus nicotinate mononucleotide adenylyltransferase | purified NadD enzyme, colorimetric absorbance read-out | inhibition, % at 20 µM | actives 0.78% (n = 360,000); in the data active = inhibition above about 26%; note: some compounds past the cut are filed as inactive
Scp-1 inhibitor: inhibitors of human Scp-1 phosphatase; Recombinant Scp1, phosphopeptide, malachite green phosphate absorbance; Q9GZU7; inhibition, % at 20 µM; actives 0.88% (n = 340,000);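 active = inhibition above about 50% at 20 µM, limit read from the data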;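 note: plate controls were DMSO wells with enzyme for no effect and wells lacking enzyme for full effect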
Target sequence (Q9GZU7 76-261 limits assumed): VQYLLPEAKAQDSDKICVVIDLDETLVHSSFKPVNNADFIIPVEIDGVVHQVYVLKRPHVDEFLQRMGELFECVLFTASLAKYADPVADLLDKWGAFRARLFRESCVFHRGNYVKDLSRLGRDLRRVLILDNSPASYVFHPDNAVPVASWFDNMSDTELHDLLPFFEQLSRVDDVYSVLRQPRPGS
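System: truncated SCP-1 phosphatase (76-261aa); medium: Tris acetate buffer pH 5.5 with MgCl2 and Tween-20; incubation: 45 min room-temperature reaction, 5 min colour, 30 min stabiliser; compound: single 20 µM dose, 1% DMSO; reagent: Phosphorylated 17-residue peptide substrate; read-out: % inhibition at 20 µM; technique: colorimetric free-phosphate detection, absorbance 630 nm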
DNMT1 inh: blocks human DNA methyltransferase DNMT1; P26358; DNMT1 molecular beacon, Hinp1I cleavage, fluorescence; inhibition (reported as % activation of signal), % at 10 µM; actives 0.83% (n = 360,000); AID 588458; in the data active = inhibition above about 50%
CSN deneddyl inh: CSN deneddylation inhibition; Purified CSN, SCF-Nedd8-OG deneddylation, fluorescence polarization; inhibition, % at 12.5 µM; actives 0.38% (n = 360,000); AID 651999;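 active = pattern-corrected inhibition above about 35%, with an unprinted fluorescence ratio check between 0.5 and 1.5, limit read from the data, passing the limit was not always enough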;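 note: 0% = enzyme with substrate and 100% = substrate without enzyme; some results filed as inactive read as strong as hits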
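Assay system: purified human Csn5 enzyme expressed in HEK293T cells; Input: 0.24 nM Csn5 enzyme, final concentration; Reagent: 10 nM SCFSkp2-Nedd8OG; Compound dosing: 12.5 µM single point; Times: reaction 90 min, room temperature; Technique: fluorescence polarization readout.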
The depositor's hits bear a star; i = inactive; x = not tested or not shown; & = joins results of further samples.

cpd	Molecule	LMPTP inh	Scp-1 inhibitor	SUMO1-SIM PPI	MsrA inhibitor	Rpn11 inh	STEP block	DNMT1 inh	CSN deneddyl inh	TbMetRS inhib	NadD inh
1	O=C(CCCN1C(=O)/C(=C\c2ccccc2)SC1=S)Nc1ccc(O)cc1	3.4	-1	-16	1.8	i	4	-9	-4	-0.6	-1
2	COc1cccc(C(=O)NC(C)CCc2ccccc2)c1 (configuration not stated)	-0.9	-8	1	1.4	i	-2	-3	4	1.4	-6
3	CCCCn1c(N)c(N(CC(C)C)C(=O)CN2C(=O)NC3(CC(C)CC(C)(C)C3)C2=O)c(=O)[nH]c1=O (configuration not stated)	-1.5	-8	1	-0.7	i	-1	-3	0	-0.4	5
4	CCC(C)(C)NC(=O)C(c1ccco1)N(C(=O)CNC(=O)c1cccs1)c1cccnc1 (configuration not stated)	-0.7	-5	-1	2.9	i	1	5	0	-0.5	2
5	c1cncc(-c2nc3ccccn3c2Nc2ccc3c(c2)OCCO3)c1	0.3	13	-1	0.3	i	-3	3	-1	-1.8	4
6	COc1ccc(N(Cc2ccccc2)C(=O)c2ccccc2[N+](=O)[O-])cc1	2.1	-8	-10	x	i	-2	-3	-4	0.2	-1
7	COC(=O)C1=CN(c2ccc(F)cc2)C=C(C(=O)OC)C1c1ccc([N+](=O)[O-])cc1	1.7	-3	-10	0.6	i	1	1	-1	-0.4	2
8	CN1C(=O)c2ccc(C(=O)NCc3ccco3)cc2C1=O	-0.7	1	-31	0.8	i	-1	2	3	-0.5	1
9	COc1ccc(N2CCN(CCCNS(=O)(=O)c3ccc4c(c3)oc(=O)n4C)CC2)cc1	-0.3	-11	-4	-0.2	i	-1	8	2	-1.1	-9
10	Cc1c(C)c2cc(Cl)c(OCC(=O)NCCCn3ccnc3)cc2oc1=O	-1.6	-5	-10	2.9	i	-1	5	2	-0.3	-4
11	O=S(=O)(NCc1c(Cl)cccc1Oc1ccccc1)c1ccc(F)cc1	1.6	9	1	-1.3	i	0	-5	1	0.0	-4
12	CCOc1ccc(C(N)=O)cc1OC	0.1	-1	1	0.1	i	1	2	3	-1.0	3
13	Nc1nc(CN2CCN(c3ccccn3)CC2)nc(Nc2ccc(F)cc2)n1	-1.0	11	-1	0.8	i	1	-3	-1	-0.8	-4
14	CC(=O)Nc1c2c(nn1-c1cccc(Cl)c1)CS(=O)C2 (configuration not stated)	-1.5	-6	0	-0.2	i	-1	1	3	-0.1	4
15	COc1ccc(S(=O)(=O)N2CCN(C(=S)Nc3ccc(S(N)(=O)=O)cc3)CC2)cc1	-0.7	-8	-5	0.1	i	3	0	1	-0.2	2
16	COC(=O)c1oc2ccc(Cl)cc2c1-n1cccc1	1.4	-9	-7	0.1	i	2	1	4	0.1	-4
17	O=C(NCc1ccco1)C1CC(c2ccc(F)cc2)=NO1 (configuration not stated)	0.9	-4	1	1.4	i	2	-1	-4	0.4	0
18	O=C(NCCN1CCCC1)C(c1ccccc1)c1ccccc1	-3.3	1	5	-0.4	i	-2	-2	-6	-1.1	-5
19	CCOCCCNC(=O)C(NC(=O)c1cnccn1)c1ccc(OC)cc1 (configuration not stated)	1.4	3	-1	-1.5	i	-2	-5	-2	-1.3	4
20	O=C(/C=C/c1ccccc1)Oc1cccc(C(=S)N2CCOCC2)c1	1.1	-1	-3	0.6	i	-1	-1	-2	0.5	-4
21	Cc1noc(C)c1S(=O)(=O)N(C)C[C@H]1Oc2ccc(NC(=O)CCC(F)(F)F)cc2C(=O)N([C@H](C)CO)C[C@@H]1C	0.3	-2	-1	1.6	i	-3	6	-1	0.2	5
22	O=C(O)CCCNC(=O)C(c1ccccc1)c1ccccc1	-1.8&-0.6	-6&1	1&-1	0.1&-0.5	i	-2&-9	-2&5	3&-5	0.1&-0.7	2&3
23	O=C(NCc1nnc(SCc2ccc(F)cc2)n1-c1ccc(F)cc1)C12CC3CC(CC(C3)C1)C2	-0.3	3	-1	-1.0	i	1	-6	-12	0.2	1
24	N#CCSc1nc2scc(-c3cccs3)c2c(=O)n1CCc1ccccc1	2.3	-16	0	-0.5	i	5	-1	0	0.0	1
25	Cc1ccc(CC2SC(=O)NC2=O)cc1Cl (configuration not stated)	-1.1	-1	-1	0.5	i	-3	2	5	-0.6	1

The last 2 compounds of the part above open the next one:
cpd	Molecule	LMPTP inh	Scp-1 inhibitor	SUMO1-SIM PPI	MsrA inhibitor	Rpn11 inh	STEP block	DNMT1 inh	CSN deneddyl inh	TbMetRS inhib	NadD inh
24	N#CCSc1nc2scc(-c3cccs3)c2c(=O)n1CCc1ccccc1	2.3	-16	0	-0.5	i	5	-1	0	0.0	1
25	Cc1ccc(CC2SC(=O)NC2=O)cc1Cl (configuration not stated)	-1.1	-1	-1	0.5	i	-3	2	5	-0.6	1
26	CC(C)CN(CC(C)C)c1nn[nH]n1	-2.0	-7	2	-1.0	i	2	1	-3	-0.1	2
27	CCOc1ccc(-c2nnc3sc(COc4ccc(Cl)cc4)nn23)cc1	11	-3	-2	0.3	i	1	58*	1	-0.8	17
28	COC(=O)CNC(c1ccccc1)c1cc(C)ccc1NC(=O)c1cccc(Cl)c1 (configuration not stated)	1.0	-1	-1	0.4	i	1	10	-5	-0.9	-1
29	COc1ccc2ccccc2c1/C=N\NC(=O)c1cccnc1	0.6	-7	-29	0.6	i	0	4	7	-0.6	-1
30	Cc1ccc(C(=O)Nc2ncccc2C)cc1S(=O)(=O)N1CCOCC1	-0.9	-2	-4	-0.2	i	4	2	-1	-0.4	-4
31	CCc1ccc(C(=O)NC(C(=O)NCC2CCCO2)C(C)C)cc1 (configuration not stated)	-0.4	1	-3	0.5	i	2	-3	0	0.6	-1
32	O=C(CCCCn1c(=O)c2ccccc2n(CC(=O)NC2CCCC2)c1=O)NCc1ccco1	0.3	-2	0	-0.6	i	-4	2	0	-1.2	-3
33	CC(=O)NC(=S)Nc1ccc(NC(=O)COc2ccc(Cl)cc2)cc1	1.9	-14	-8	0.8	i	2	0	3	-0.4	-4
34	O=C(CCCNC(=O)/C(=C\c1ccc(F)cc1)NC(=O)c1ccccc1)OCc1ccccc1	-0.7	-2	-2	-0.2	i	-5	-5	2	-0.7	-5
35	CC(Oc1ccccc1F)C(=O)NNC(=O)CC(C)c1ccccc1 (configuration not stated)	-0.3	7	4	1.7	i	0	2	-2	-0.5	-3
36	O=c1cc(CN2CCN(c3ccccc3F)CC2)c2cc(O)c(-c3ccccc3)cc2o1	-0.2	6	1	-0.6	i	-2	45	2	-0.2	18
37	COc1ccc(C(C)=O)cc1CN1C(=O)C(C)ON=C1c1ncccc1C (configuration not stated)	-1.5	x	-1	-1.2	i	1	2	0	-0.8	2
38	Cc1cc(C)n(CCN(C)C(=O)CCc2nnc(-c3ccc4c(c3)OCO4)o2)n1	0.3	-2	-3	0.8	i	-1	1	2	-1.1	-7
39	CC(C)C(C)NC(=O)CSc1ccc(S(=O)(=O)N2CCOCC2)cn1 (configuration not stated)	0.9	1	5	0.6	i	-1	2	-3	-0.6	1
40	O=C(N=C1SC2CS(=O)(=O)CC2N1c1ccc(F)c(Cl)c1)C1CC1 (configuration not stated)	1.0	5	-3	-1.3	i	1	1	2	0.8	4
41	CCCCCCCCN1C(=O)[C@H](CC(=O)NCc2ccccc2)C[C@@]2(C(=O)OC)CC(C)(C)CC=C12	4.8	x	0	0.4	x	x	x	4	-0.4	x
42	CCOC(=O)C1CCCN(C(=O)c2cc3c(-c4cccc(OC)c4)nn(C)c3s2)C1 (configuration not stated)	1.7	-13	2	-0.4	i	4	-11	-3	-0.6	5
43	CC(C)C(=O)OC1CCS(=O)(=O)c2sccc21 (configuration not stated)	0.3	-3	1	0.9	i	-2	-5	0	0.3	-7
44	CCOc1cc(C(=O)NC(=S)Nc2nc(C)cc(C)n2)cc(OCC)c1OCC	0.2	-3	0	-0.5	i	3	4	-1	0.1	2
45	COc1ccc(N(CC(=O)NCCSCc2ccco2)S(=O)(=O)c2ccc(C)cc2)cc1	0.9	-11	5	-0.8	i	-3	-2	-1	-0.3	-6
46	CC(=O)Nc1ccc(S(=O)(=O)NC(C(=O)O)C(C)O)cc1 (configuration not stated)	-1.3	-11	-1	0.8	i	-1	0	0	-0.5	-4
47	CC1CCN(C2(O)C(=O)Nc3ccc([N+](=O)[O-])cc32)CC1 (configuration not stated)	-0.8	6	-22	6.6*	i	0	-2	0	-1.5	0
48	CN1CC(=O)N(CC(=O)Nc2ccc(N(C)C)cc2)c2ccccc2C1=O	-1.8	1	-1	1.5	i	-11	-6	3	-0.5	-3
49	Cc1ccc(S(=O)(=O)CCC(=O)OCC(=O)Nc2cccc(S(=O)(=O)N3CCCCC3)c2)cc1	0.3	x	-3	1.6	i	0	-7	-3	-0.5	-10
50	O=C(NCc1ccccc1)c1cc(C2CCCN(C(=O)c3ccccc3)C2)on1 (configuration not stated)	-1.5	x	-3	1.0	i	0	4	-2	-0.2	-3

Remaining list, next part:
cpd	Molecule	LMPTP inh	Scp-1 inhibitor	SUMO1-SIM PPI	MsrA inhibitor	Rpn11 inh	STEP block	DNMT1 inh	CSN deneddyl inh	TbMetRS inhib	NadD inh
51	COc1ccc(S(=O)(=O)N(CC(=O)N2CCN(c3ccccc3OC)CC2)c2ccccc2)cc1	1.9	-3	0	x	i	1	-13	-5	-0.3	4
52	Brc1cccc(-c2nc(-c3ccncc3)no2)c1	-0.3	-14	2	-0.6	i	3	-1	6	-0.8	0
53	O=C(O)CCC(=O)N1N=C(c2ccccc2)CC1c1cccs1 (configuration not stated)	-1.2	-3	-6	-1.6	i	0	0	-5	-0.4	-3
54	COc1ccc(/C(N)=N/OC(=O)c2ccc(C)c([N+](=O)[O-])c2)cc1	1.8	3	-6	0.7	i	-2	2	-2	-0.7	-5
55	COc1cc(OC)cc(C(=O)NCC(=O)Nc2ccc(C)c(Cl)c2)c1	1.7	-7	-1	1.5	i	-1	0	-2	-0.3	-5
56	COc1cc(OC)c(C(=O)Nc2cccnc2)cc1OC	1.2	-6	1	2.3	i	1	0	0	-0.5	4
57	CCCn1c(=N)n(CC(O)COc2ccc(C)cc2)c2ccccc21 (configuration not stated)	0.9	-4	-1	-0.6	i	1	1	2	0.3	-4

Compound activity as filed in PubChem.
